UCHL1 inh = human UCHL1 deubiquitinase inhibition | purified UCHL1, Ub-rhodamine cleavage fluorescence | AID 1645859 | 47,000 compounds, 0.2% hits | inhibition, % at 20 µM
Target sequence (P09936 whole entry, looked up): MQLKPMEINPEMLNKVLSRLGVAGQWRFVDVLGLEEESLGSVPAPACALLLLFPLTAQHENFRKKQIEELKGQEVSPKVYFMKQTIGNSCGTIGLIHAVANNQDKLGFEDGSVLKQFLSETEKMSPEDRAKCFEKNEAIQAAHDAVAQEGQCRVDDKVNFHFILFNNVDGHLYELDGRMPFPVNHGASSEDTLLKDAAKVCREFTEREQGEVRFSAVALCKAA
USP8 inh = blocks human USP8 ubiquitin-rhodamine cleavage; P40818; 47,000 compounds, 4.2% hits; purified USP8, Ub-rhodamine cleavage fluorescence, 30 min; inhibition, % at 20 µM
USP17 inh = blocks human USP17 ubiquitin-rhodamine cleavage. A8MUK1. purified USP17, Ub-rhodamine cleavage fluorescence, 3 h. inhibition, % at 50 µM. 47,000 compounds, 6.5% hits. AID 1645855
Target sequence (A8MUK1 whole entry, looked up): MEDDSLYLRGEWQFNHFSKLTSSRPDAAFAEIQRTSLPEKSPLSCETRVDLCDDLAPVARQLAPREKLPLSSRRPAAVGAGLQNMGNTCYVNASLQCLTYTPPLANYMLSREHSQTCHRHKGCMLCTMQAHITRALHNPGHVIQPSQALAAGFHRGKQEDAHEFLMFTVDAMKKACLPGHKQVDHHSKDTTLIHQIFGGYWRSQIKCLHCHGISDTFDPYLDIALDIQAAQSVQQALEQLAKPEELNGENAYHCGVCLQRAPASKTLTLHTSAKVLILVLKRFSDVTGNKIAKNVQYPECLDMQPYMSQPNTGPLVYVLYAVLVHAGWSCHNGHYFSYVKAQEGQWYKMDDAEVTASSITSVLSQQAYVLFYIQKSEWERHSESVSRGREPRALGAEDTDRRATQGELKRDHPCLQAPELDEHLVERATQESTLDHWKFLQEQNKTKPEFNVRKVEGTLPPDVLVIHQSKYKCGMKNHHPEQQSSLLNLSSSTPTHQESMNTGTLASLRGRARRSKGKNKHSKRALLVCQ
OTUD3 block = blocks human OTUD3 ubiquitin-rhodamine cleavage; 47,000 compounds, 0.7% hits; Q5T2D3; inhibition, % at 25 µM; purified OTUD3, Ub-rhodamine fluorescence, 2 h; AID 1645858
USP7 inh = human USP7 deubiquitinase inhibition; inhibition, % at 20 µM; 47,000 compounds, 0.3% hits; purified USP7, Ub-rhodamine cleavage fluorescence; Q93009; AID 1645854
USP28 block = blocks human USP28 ubiquitin-rhodamine cleavage; Q96RU2; purified USP28, Ub-rhodamine cleavage fluorescence, 30 min; inhibition, % at 25 µM; 47,000 compounds, 3% hits; AID 1645857
USP10 block = human USP10 deubiquitinase inhibition. AID 1645856. inhibition, % at 20 µM. purified USP10, Ub-rhodamine fluorescence, 60 min. Q14694. 47,000 compounds, 1.1% hits
USP30 inh = inhibitors of human USP30 deubiquitinase; Q70CQ3; purified USP30, Ub-rhodamine cleavage fluorescence; inhibition, % at 25 µM; 47,000 compounds, 5.3% hits; AID 1645860
* = called active by the depositor; i = inactive; . = no result given. Cut-off read from the data, not from the text of the source: active = inhibition above about 30%; inactive = the rest.

SMILES	UCHL1 inh	USP8 inh	USP17 inh	OTUD3 block	USP7 inh	USP28 block	USP10 block	USP30 inh
Cn1c(=O)n(CCN2CCCCC2)c(=O)c2c1nc1n2CCN1c1cccc(Cl)c1	1	11	3	10	-2	8	1	8
NC(=O)c1ccc(CN2CCC3(CC2)CC3c2nnc3n2CCCCC3)cc1 (stereo unspecified)	-6	-14	-4	-14	-2	-15	0	-25
O=C1COC2(CCN(c3ncccn3)CC2)CN1Cc1cccc(F)c1	-1	-46	-21	-10	4	-15	0	-57
CC1CCC2(CC1)NC(=O)N(CC(=O)N(c1ccccc1)C(C)C)C2=O (stereo unspecified)	-7	8	7	-2	-4	-4	4	12
CCOC(=O)C1CCCN(Cc2nc(N)nc(Nc3ccc(OC)cc3)n2)C1 (stereo unspecified)	0	17	8	2	0	7	-2	9
O=C(Nc1cccc(Cl)c1)c1ncn2c1CNS(=O)(=O)c1ccccc1-2	6	23	33*	12	-61	66*	37*	36*
CC(C)n1cnc2c(-c3ccccc3)cn(CC(=O)NCc3ccccc3)c2c1=O	-10	0	36*	2	-3	-14	-10	-48
Cc1ccc(NC(=O)N2CCc3[nH]cnc3C2c2ccncc2)cc1Cl (stereo unspecified)	0	3	-2	-5	-2	9	-1	-12
O=C(c1csc(-c2ccc(N3CCCC3)nc2)n1)N1CCCCCC1	0	-9	-2	0	-5	-7	2	-11
CC(=O)c1c(O)c2ccccc2n(Cc2ccccc2)c1=O	-3	36*	-32	-11	-34	-20	-5	-77
Cc1ccc(CNC(=O)CCc2c(C)nn(-c3cc(N4CCCC4)ncn3)c2C)o1	-10	-37	-34	-8	-8	-18	-3	-64
Cc1cccc(C(=O)N(Cc2nc3nc(C)cc(=O)n3[nH]2)c2ccccc2)c1	0	-4	0	0	2	0	1	-7
CC(=O)N[C@@H]1C[C@H](c2cccc(-c3cccc(F)c3)c2)O[C@@H]2CCC[C@@H]12	1	5	17	4	0	5	-4	7
Cc1onc(-c2ccccc2)c1CNS(=O)(=O)c1ccc2c(c1)OCCO2	2	-8	-7	-26	-2	-2	2	-8
O=C1NC2(CCN(C(=O)Cc3ccc(F)cc3)CC2)N=C1c1ccc(Cl)cc1	0	-19	-6	-2	-39	-5	0	-3
COCCN1CC2(CCN(C(=O)c3ccn[nH]3)CC2)COc2ccccc2S1(=O)=O	0	23	8	12	2	14	1	27
COc1ccccc1C(=O)NC1CCN(c2ccccc2)C1=O (stereo unspecified)	1	2	-1	-1	2	-6	0	4
O=c1c2[nH]c3ccc(Br)cc3c2ncn1CCN1CCNCC1	1	8	38*	18	-6	12	-4	40*
O=C(CCn1c(=O)[nH]c2ccccc2c1=O)N1CCN(c2ccc([N+](=O)[O-])cc2)CC1	-7	-12	17	-8	-4	0	-1	-1
CCn1c(=O)n(CC(=O)c2ccccc2)c2c(C(N)=O)nc(-c3ccc(C)o3)nc21	-5	-5	34*	-12	-3	-8	0	-18
CCc1ccccc1NC(=O)C1CCN(c2ccc(-n3cccc3)cn2)CC1	-4	-9	11	-17	-15	-14	-9	-60
O=C(c1csc2c1CCCC2)N1CCN(C(c2ccccc2)c2ccccc2)CC1	4	3	2	13	8	3	6	31*
Nc1nc(/C=C/c2ccc(Cl)cc2)nc(-c2ccccc2O)n1	-1	5	36*	4	4	-9	7	13
Cc1nc(-c2ccccn2)sc1C(=O)Nc1cccc(C#Cc2ccccn2)c1	0	-23	-14	-5	-4	-5	-6	-11
O=C(CN(Cc1ccccc1Cl)S(=O)(=O)c1ccccc1F)NC(c1ccccc1)c1ccccc1	8	20	14	12	14	11	6	33*
O=C(CCCSc1nc2ccccc2[nH]1)NC1CCCCC1	0	2	-3	-11	.	-7	3	-2
Cc1cccc(C(=O)Nc2cccc(SC(C(=O)Nc3ccc(O)c(C(=O)O)c3)c3ccccc3)c2)c1 (stereo unspecified)	25	88*	29	8	27	52*	31*	6
COc1cccc(NC(=O)COc2cccc(-n3cnnn3)c2)c1	0	-4	0	21	2	29	0	12
COCc1cc(C)nc2sc(-c3ccccn3)c(N)c12	-13	6	-25	-17	-11	-34	-9	-104
O=C(N1CCCC1)N1CCn2c(nnc2C2CCCN2)C1 (stereo unspecified)	1	-57	-9	9	3	7	-2	-2
Cc1nc2nc(NCc3ccccc3)[nH]n2c(=O)c1CCC(=O)N1CCCCC1C (stereo unspecified)	-5	-18	2	-6	2	-9	1	-18
COc1ccc(C)cc1NC(=O)/C=C/c1ccc(F)cc1	1	3	0	1	2	-10	3	-2
O=C(Nc1ccc(N2CCCCC2)c(F)c1)c1ccccc1F	5	3	10	-4	2	-8	-1	3
O=C1NCCNC(=O)C2(C/C=C/COc3ccccc31)CCCN(Cc1ccccn1)C2 (stereo unspecified)	0	-126	-15	-3	1	-10	-4	-1
O=C(Cn1ncc2c(N3CCCCC3)ncnc21)NCc1ccc2c(c1)OCO2	0	2	55*	17	2	13	0	55*
COc1ccc(C(O)c2ncc(-c3ccc4ccccc4c3)[nH]2)cc1OC (stereo unspecified)	-4	-12	-37	-23	-5	-18	-5	-51
CCc1cc(=O)n(CC(=O)Nc2cc(F)cc(F)c2)c(N2CCOCC2)n1	0	-5	2	2	4	7	1	17
O=C1CC(c2ccc(Cl)cc2)n2nc(NC(=O)C3CC3)nc2N1 (stereo unspecified)	1	5	4	8	-1	0	2	9
COc1ccc(CCNc2nc3c(-c4ccccc4)nnn3c3ccccc23)cc1OC	3	44*	7	3	9	6	22	14
Cc1ccc(NC(=O)COC(=O)c2cc(Cl)cc(Cl)c2N)cc1S(=O)(=O)N1CCCCC1	2	-22	-11	-14	2	-11	-3	-65
O=S(=O)(NCc1csc2ccc(Cl)cc12)c1ccc(Cl)cc1	-35	-8	17	-6	-24	7	-8	0
NC(=O)c1c(NC(=O)C2CCCN(C(=O)c3cc(F)cc(F)c3)C2)sc2c1CCCC2 (stereo unspecified)	0	5	-17	-2	0	.	0	.
O=S(=O)(NCc1cnn2ccccc12)c1cccc(C(F)(F)F)c1	3	18	14	15	4	20	1	15
Clc1ccccc1Cn1cccc1C1=NCCO1	-1	4	6	2	0	-3	2	-1
C(=C\c1nc(-c2cccc(-c3ccn[nH]3)c2)no1)/c1ccco1	12	35*	-5	5	31*	-30	-13	-178

Entries of single compounds, looked up by structure.
Clc1ccccc1Cn1cccc1C1=NCCO1 in the list: UCHL1 inh = -1; USP8 inh = 4; USP17 inh = 6; OTUD3 block = 2; USP7 inh = 0; USP28 block = -3; USP10 block = 2; USP30 inh = -1
COc1ccc(C)cc1NC(=O)/C=C/c1ccc(F)cc1 in the list: UCHL1 inh = 1; USP8 inh = 3; USP17 inh = 0; OTUD3 block = 1; USP7 inh = 2; USP28 block = -10; USP10 block = 3; USP30 inh = -2

(listing goes on)
SMILES	UCHL1 inh	USP8 inh	USP17 inh	OTUD3 block	USP7 inh	USP28 block	USP10 block	USP30 inh
COc1cc(O)cc2c1C(=O)OC(C)CCCC(O)CCC2 (stereo unspecified)	-4	-7	-10	-7	1	-13	-6	-18
COc1cccc(N2CCN(c3ccc4nnc(CCC(=O)N5CCc6ccccc6C5)n4n3)CC2)c1	9	11	72*	20	11	39*	8	48*
Clc1ccc(Nc2nc(N3CCOCC3)nc3nccnc23)cc1	-1	-4	0	-1	6	0	-4	2
Cc1ccc(C2=Nc3ccccc3N(CC(=O)Nc3cccc(C)c3C)C(=O)C2)cc1C	2	43*	36*	31*	12	32*	12	34*
COc1ccc(-c2ocnc2C(=O)Nc2ccccc2F)cc1OC	6	26	76*	37*	5	27	0	81*
O=C(c1ccccc1)N1CC[C@@H]2[C@H](C1)CN2C(=O)Nc1ccccc1	-1	2	-10	3	-2	-4	0	0
O=C(c1ccco1)N1CCC[C@@H]1[C@@H](O)c1nccs1	-2	-14	-5	-6	3	-4	0	-3
Cc1cccc(-n2c(Cc3cc(=O)[nH]c(=O)[nH]3)nnc2SCC(=O)Nc2ccc(F)cc2F)c1	-4	-2	-3	3	-2	2	1	3
COc1ccccc1N1CCN(C(=O)c2noc3c2CCCC3)CC1	2	1	5	16	-3	5	-3	19
COCCN1CCC2(CC1)CN(Cc1ccccn1)C(=O)CO2	-3	-138	-20	-11	0	-11	-2	-9
CCn1cnc2c1c(=O)n(CC(=O)Nc1cc(C(C)(C)C)ccc1OC)c(=O)n2Cc1ccccc1	2	-16	-7	2	-7	0	-7	-76
CNC1CCc2cc(OC)c(OC)c(OC)c2-c2ccc(N3CCN(C)CC3)c(=O)cc21 (stereo unspecified)	-3	-9	-8	-18	0	-23	-9	-22
O=C(NC1CC1)c1nc(-c2ccc(-n3cccc3)cc2)no1	1	1	43*	0	-2	.	4	.
O=C(c1ccccc1F)N1CCN(C2CCN(Cc3ccccc3)CC2)CC1	-3	-1	-13	-8	0	-9	0	-13
CCNc1cc(N2CCCC(CCC(=O)NCc3cccc(C)c3)C2)ncn1 (stereo unspecified)	-2	-196	-22	-4	-1	-13	-9	-29
COc1c(C(=O)N2CCCC(c3[nH]nc4nccnc34)C2)cnc2cc(Cl)ccc12 (stereo unspecified)	-1	5	-4	3	0	-7	-2	-22
O=C(CCc1ccccc1)N(CC1CCCO1)c1nc2ccccc2s1 (stereo unspecified)	6	6	21	17	-12	22	3	56*
Cc1sc(NC(=O)CN(C)C2CCCCC2)nc1-c1ccc2c(c1)CCN2C(=O)c1cccc(F)c1	0	14	12	-6	-47	-9	14	6
COc1ccccc1CNC(=O)CCc1cn(Cc2ccc(Cl)cc2)c2ccccc12	5	0	32*	12	4	9	10	0
Cc1nc(CN2CCC3(CCCN(CC(C)O)C3)CC2)cs1 (stereo unspecified)	1	-182	.	-10	-3	-8	-1	-4
Cc1cccc(NC(=O)NCCc2cn(C)c3ncccc23)c1C	0	2	-2	2	1	0	0	1
CSc1ccccc1NC(=O)N1CCC2(CC1)NC(=O)C(CC(C)C)NC2=O (stereo unspecified)	-3	-9	-5	0	2	-2	2	-1
O=C(Nc1ccccc1Cl)N(CCc1ccccc1)Cc1cc2cc3c(cc2[nH]c1=O)OCCO3	0	14	15	13	2	1	0	7
CCOc1nc(-c2ccccc2)ccc1-c1noc(C2CCCCC2)n1	0	2	1	5	4	-9	-2	12
Cc1ccc2c(c1)OCC(=O)N2Cc1nc(-c2ccc(F)cc2)no1	2	13	-36	-5	3	-12	13	-48
CSCC[C@H](NC(=O)Cc1ccc(Br)cc1)c1nnc2ccccn12	1	0	-7	-2	-42	-5	1	-8
Cc1ccc(Nc2nc(Nc3ccc(F)cc3)nc3nccnc23)cc1C	-157	-335	-123	-178	-150	-228	-4	i
Cc1nn(-c2ccc(Br)cc2)cc1-c1noc(C(=O)N2CCCCCC2)n1	1	-101	-16	0	-62	0	9	-6
CC(C)(C)c1ccc(OCCSc2ccccc2C(=O)O)cc1	1	21	16	9	1	9	17	17
O=C(Cc1ccc(-n2c(=O)c3ccccc3n(CC(=O)Nc3cc(F)ccc3F)c2=O)cc1)NCC1CCCO1 (stereo unspecified)	1	-2	1	-12	3	-10	-5	-23

Limited to OTUD3 block and USP10 block (7 entries from above):
| SMILES | OTUD3 block | USP10 block |
| --- | --- | --- |
| CSc1ccccc1NC(=O)N1CCC2(CC1)NC(=O)C(CC(C)C)NC2=O (stereo unspecified) | 0 | 2 |
| CCOc1nc(-c2ccccc2)ccc1-c1noc(C2CCCCC2)n1 | 5 | -2 |
| Cc1sc(NC(=O)CN(C)C2CCCCC2)nc1-c1ccc2c(c1)CCN2C(=O)c1cccc(F)c1 | -6 | 14 |
| CSCC[C@H](NC(=O)Cc1ccc(Br)cc1)c1nnc2ccccn12 | -2 | 1 |
| COc1ccccc1CNC(=O)CCc1cn(Cc2ccc(Cl)cc2)c2ccccc12 | 12 | 10 |
| Cc1ccc2c(c1)OCC(=O)N2Cc1nc(-c2ccc(F)cc2)no1 | -5 | 13 |
| O=C(Nc1ccccc1Cl)N(CCc1ccccc1)Cc1cc2cc3c(cc2[nH]c1=O)OCCO3 | 13 | 0 |

More structures follow.
SMILES	UCHL1 inh	USP8 inh	USP17 inh	OTUD3 block	USP7 inh	USP28 block	USP10 block	USP30 inh
Cc1ccc(SCCS(=O)(=O)c2ccc(F)cc2)cc1	-1	6	6	3	2	-11	0	2
Cc1cc(C(F)(F)F)nc(C2CCCCN2)n1 (stereo unspecified)	-1	0	1	-1	1	-3	1	0
COc1cc(C2CC(=O)C3=C(C2)Nc2ccccc2N(C(=O)c2ccccc2)C3c2ccc(C)cc2)cc(OC)c1OC (stereo unspecified)	8	-8	-11	-10	14	0	7	-11
O=C(NCc1ccccc1Cl)c1cccc(Nc2nc3ccccc3n3nnnc23)c1	-58	-263	-166	-182	-46	-239	-7	i
Cc1nc(CCNC(=O)COc2ccc(Cl)cc2)cs1	0	-1	-5	-4	.	-2	-2	-8
COc1cc(O)cc2c1C(=O)O[C@@H](C[C@H]1CCC[C@H](C)O1)C2	-1	-1	-11	7	3	4	-1	0
N#CCOc1ccccc1C1=NO[C@]2(C(=O)Nc3ccccc32)[C@H]1C(=O)c1ccccc1	4	5	-4	-8	6	1	8	1
Cc1ccc(-c2nc(Cn3nnc(-c4nc(-c5ccccn5)no4)c3C)c(C)o2)cc1	-123	-193	-180	-176	-129	-215	-12	i
